TSHR antagonist – human thyrotropin receptor antagonism; P16473; TSHR-expressing cells, TSH-stimulated cAMP HTRF, 2 h; hits give low values; activity change, negative = inhibition, % at 11.5 µM; 330,000 compounds, 0.2% hits; AID 504810;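 active means activity change below a set negative limit, meaning inhibition stronger than a set level, cut at about -70% in these data; inconclusive means activity change between two set negative limits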; further: on the % scale 0 is the no-effect control and ±100 the full control effect
Target sequence (P16473 whole entry, looked up): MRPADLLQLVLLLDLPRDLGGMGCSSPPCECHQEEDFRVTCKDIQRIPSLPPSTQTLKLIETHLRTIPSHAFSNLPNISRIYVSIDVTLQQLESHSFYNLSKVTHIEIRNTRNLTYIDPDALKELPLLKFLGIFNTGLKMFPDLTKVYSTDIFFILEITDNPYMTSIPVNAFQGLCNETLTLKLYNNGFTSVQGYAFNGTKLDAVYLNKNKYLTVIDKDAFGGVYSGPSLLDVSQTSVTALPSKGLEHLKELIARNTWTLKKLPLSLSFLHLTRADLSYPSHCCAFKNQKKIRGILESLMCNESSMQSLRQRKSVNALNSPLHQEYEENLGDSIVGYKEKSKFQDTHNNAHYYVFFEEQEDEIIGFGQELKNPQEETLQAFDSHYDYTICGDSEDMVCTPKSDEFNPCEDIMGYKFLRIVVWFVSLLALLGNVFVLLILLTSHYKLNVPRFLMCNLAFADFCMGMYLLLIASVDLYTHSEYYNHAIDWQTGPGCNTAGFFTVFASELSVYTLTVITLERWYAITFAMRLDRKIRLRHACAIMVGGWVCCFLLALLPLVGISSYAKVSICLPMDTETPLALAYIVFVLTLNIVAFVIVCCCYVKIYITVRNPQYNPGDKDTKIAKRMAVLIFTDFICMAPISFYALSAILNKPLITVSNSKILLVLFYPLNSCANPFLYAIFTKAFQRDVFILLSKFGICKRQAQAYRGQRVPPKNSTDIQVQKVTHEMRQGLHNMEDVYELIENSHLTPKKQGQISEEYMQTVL
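Cell-based HTRF cAMP assay; TSHR cells + compound, TSH EC80 (4nM final), 2 h, 37 deg C. Lysis with anti-cAMP cryptate and cAMP-d2, 30 min RT, read 665/620 nm.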
GALK inh – blocks human galactokinase activity; Purified GALK, Kinase-Glo residual ATP luminescence; AID 1868; Potency, µM (titrated, usually from 57.5 µM), without a hit: at the highest dose activity change, negative = inhibition, usual class: inhibitors; 270,000 compounds, 0.007% hits; further: potency means the concentration at half of the fitted maximal effect; on the % scale 0 is the no-effect control and ±100 the full control effect
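Human GALK (5 nM) with 35 uM ATP and 100 uM galactose in 20 mM HEPES pH 8.0, 5 mM MgCl2, 60 mM NaCl, 1 mM DTT, 0.01% BSA. After 1 h at room temperature, leftover ATP was read by Kinase-Glo Plus luminescence.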
Chronic BCR inh – inhibitors of chronic active B-cell receptor signaling; ABC-DLBCL IkBa-CBG/CBR reporter, luminescence ratio, 4 h; Potency, µM (highest dose often 46.1 µM), without a hit: at the highest dose ratio change, negative = lower green/red ratio, usual class: inhibitors; AID 493014; 340,000 compounds, 0.05% hits; active means well fitted inhibition curve with a large enough effect in the signal ratio, with a control signal flat, not every such curve was filed as active; inconclusive means small, poorly fitted or top-dose-only effect, or effect the other way, or a change in a side signal; the % refers to the signal ratio;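 further: potency means the concentration at half of the fitted maximal effect; plate controls were basal doxycycline-induced cells for no effect and cells given 10 µM MG132 for full effect; MG132 reads +100%, hits lower the ratio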
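TMD8 ABC-DLBCL cells carrying doxycycline-inducible green luciferase fused to IkappaBalpha plus unfused red luciferase were exposed to compounds (up to 46 uM) for 4 hrs at 37C. Activity came from the overlap-corrected green/red luminescence ratio.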
Menin-MLL TR inh – displaces Texas Red mutant MLL peptide from human menin; O00255; 270,000 compounds, 0.23% hits; Potency, µM (doses to about 61.6 µM), inactives show at the top dose FP activity change, negative = inhibition, usual class: inhibitors; AID 1768; Menin + Texas Red MLL mutant peptide, fluorescence polarization; active means well fitted inhibition curve with a large enough effect in the polarisation, with a control signal flat, not every such curve was filed as active; inconclusive means small, poorly fitted or top-dose-only effect, or effect the other way, or a change in a side signal; inactive means no such curve, though single readings can be large or run the other way; the % refers to the polarisation; further: potency means the concentration at half of the fitted maximal effect; % of control where 0% means no effect; many of its hits are not listed in these tables
Eya2 inh – Eya2 (human) phosphatase inhibition. recombinant Eya2, OMFP fluorescence dephosphorylation (OMFP is methylfluorescein phosphate). 330,000 compounds, 0.006% hits. AID 488837. O00167. Potency, µM (top dose mostly 76.9 µM), without a hit: top-dose activity, negative = inhibition, most hits filed as inhibitors; further: potency means the concentration at half of the fitted maximal effect; on the % scale 0 is the no-effect control and ±100 the full control effect
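Eya2 protein (added as 0.2 uM solution) was preincubated with compound for 10 min at ambient temperature in 50 mM HEPES pH 7.5, 50 mM NaCl, 5 uM MgCl2, 0.05% BSA, 1 mM DTT. OMFP (added at 50 uM) then reacted 10 min; fluorescence read at 485/525 nm.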
ASM inhibitor – human S-ASM enzyme inhibition; placental ASM, HMU-PC fluorogenic substrate, 60 min; Potency, µM (highest dose often 57.5 µM), for inactives: top-dose activity change, negative = inhibition, actives largely listed as inhibitors; 340,000 compounds, 0.006% hits; further: potency means the concentration at half of the fitted maximal effect
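HMU-PC0 cleavage (9 uM final) by human placental ASM, 60 min at 37 °C following 10 min compound exposure at RT; stopped at pH 10, fluorescence Ex 386/Em 447 nm.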
PKM2 act – PKM2 (human) enzyme activation. 260,000 compounds, 0.34% hits. Potency, µM (titrated, usually from 57.5 µM), for inactives: at the highest dose activation, usual class: activators. purified PKM2, Kinase-Glo ATP luminescence, activation; response scale: 0% is enzyme alone, no compound. P14618; further: potency means the concentration at half of the fitted maximal effect; on the % scale 0 is the no-effect control and ±100 the full control effect; nearly all actives have a fitted effect of over 55% in size
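Kinase-Glo luminescence reports ATP generated from ADP (0.1 mM) and PEP (0.5 mM) by purified hPK-M2 after 1 h at room temperature, pH 7.2 imidazole buffer; intermediate enzyme activity allows detecting inhibitors and activators.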
Mito fusion yeast – mitochondrial division inhibition or fusion activation. S. cerevisiae fusion-defective mutant growth rescue, CellTiterGlo 48 h. Potency, µM (highest dose often 46.1 µM), for the others: at the top dose growth rescue (activation), hits mostly activators. 320,000 compounds, 0.23% hits;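 further: potency means the concentration at half of the fitted maximal effect; % of control where 0% means no effect; nearly all actives have a fitted effect of over 45% in size; temperature-sensitive fusion mutants such as fzo1-1 at 37 °C on non-fermentable ethanol glycerol medium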
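Read-out: ATP-based luminescence (CellTiterGlo, 10 min ambient) reporting growth of fusion-defective ts yeast after 48 hours at 37C on glycerol/ethanol YPEG medium in the presence of compound.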
hERG WT inh – KCNH2 (human, wildtype) channel inhibition; Q12809; U2OS, BacMam KCNH2, thallium flux FluxOr; hits give low values; activity change, % at 1.84 µM; 340,000 compounds, 0.37% hits; AID 720551;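 active means maximum activity change below -70%; inconclusive means maximum activity change between -70% and -50%; inactive means maximum activity change above -50%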; further: on the % scale 0 is the no-effect control and ±100 the full control effect
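U2OS cells transduced with wild-type KCNH2 virus are loaded with FluxOr dye for 45 min, and thallium flux is measured in kinetic reads before and after stimulation buffer. Rate constants are normalized to DMSO controls.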
MBNL1-CUG inh – blocks human MBNL1 binding to CUG repeat RNA; TR-FRET MBNL1-His/biotin-(CUG)12 binding, 665/545 ratio; Potency, µM (series often up to 57.5 µM), for inactives: top-dose activity change, negative = inhibition, hits mostly inhibitors; 280,000 compounds, 0.036% hits; active means well fitted inhibition curve with a large enough effect in the signal ratio, with a control signal flat, not every such curve was filed as active; inconclusive means small, poorly fitted or top-dose-only effect, or effect the other way, or a change in a side signal; inactive means no such curve, though single readings can be large or run the other way; the % refers to the signal ratio; further: potency means the concentration at half of the fitted maximal effect; on the % scale 0 is the no-effect control and ±100 the full control effect
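Compound titration spanned 92 nM–58 uM against the MBNL1-His/biotin-(CUG)12 complex. After 60 min at room temperature with 5 nM streptavidin-XL665 and 0.055 ng/ul terbium anti-His, ratiometric 665/545 nm emission (Ex 340 nm) normalized to controls.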
USP2a block – USP2a (human) protease inhibition; Potency, µM (titrated, usually from 38.3 µM), without a hit: top-dose activity change, negative = inhibition, actives largely listed as inhibitors; USP2 core, Ub-CHOP2 coupled fluorogenic reporter, 485/531; O75604; AID 463254; 330,000 compounds, 0.01% hits;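 further: potency means the concentration at half of the fitted maximal effect; plate controls were DMSO wells for no effect and full inhibition by NEM control for full effect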
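Cell-free coupled assay: 10nM USP2 core preincubated 30min RT with compound in Tris-HCl pH 8.0/CaCl2/CHAPS buffer, then 25nM Ub-CHOP2 and 25nM reporter substrate; fluorescence (Ex 485/Em 531) read after 60min RT, normalized to NEM inhibition, concentration-response curves fitted.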
* marks the source's active call; other numbers are inactive results; i = inactive; ? = inconclusive; nt = not tested or not shown. Unless noted, the call rests on the fitted dose curve; in most records, active means well fitted curve in the direction sought with a large enough effect; inconclusive means small, poorly fitted or top-dose-only effect, or another doubt; inactive means no such curve, though single readings can be large; an effect the other way counts as inactive or inconclusive. The list is partial; the hit share may differ from the screen's.

SMILES	TSHR antagonist	GALK inh	Chronic BCR inh	Menin-MLL TR inh	Eya2 inh	ASM inhibitor	PKM2 act	Mito fusion yeast	hERG WT inh	MBNL1-CUG inh	USP2a block
CN1CCN(S(=O)(=O)c2cccc(C(=O)N3CCN(c4ccccc4)CC3)c2)CC1	nt	nt	0%	nt	-18%	-1%	nt	nt	7	nt	7%
Cc1cc(Cl)ccc1NC(=O)COC(=O)c1c(C)noc1C	15	nt	-1%	nt	-13%	1%	nt	-1%	-4	nt	2%
COc1ccc(Oc2c(C=O)c3ccccc3n2C)cc1	6	-2%	0%	-5%	-5%	0%	1%	0%	25	14%	0%
CCN1CCN(C(=O)CCc2nnc(CCc3ccc(OC)cc3)o2)[C@@H](C)C1=O	8	-2%	?	nt	0%	-2%	0%	-1%	-23	-1%	1%
O=C(NCc1ccccc1Cl)c1cnccn1	13	-1%	-10%	4%	16%	4%	0%	1%	9	0%	12%
COC(=O)c1cn(NC(=O)Cc2c(F)cccc2Cl)c(=O)c2ccccc12	-7	-8%	9%	5%	2%	-2%	nt	3%	3	-3%	4%
O=C(NC(=S)Nc1ccc2[nH]c(=O)[nH]c2c1)c1cccc(F)c1	-5	-1%	1%	?	3%	2%	4%	2%	-22	-20%	-2%
O=C(Nc1cccc(-c2nnc(-c3ccccc3)o2)c1)c1ccc(Br)o1	-13	-3%	-1%	?	8%	-25%	-2%	?	15	12%	0%
CCOc1cc(CNCc2cccs2)cc(Br)c1OCC	-4	nt	-21%	10%	5%	1%	0%	-9%	5	-11%	2%
N#C/C(=C(/O)COC(=O)c1ccc(Cl)c(S(=O)(=O)N2CCOCC2)c1)c1nc2ccccc2[nH]1	-13	-2%	-8%	17%	3%	2%	0%	-8%	1	5%	4%
CCOc1ccc(C(=O)C2CCN(CC(=O)Nc3ccccc3N3CCOCC3)CC2)cc1	-21	-2%	?	-4%	-6%	2%	-11%	24%	14	2%	-3%
CC1(C)CC(=O)C2=C(C1)N(c1ccccc1)C(=O)CC2c1ccsc1 (configuration not stated)	1	0%	15%	-4%	-2%	-2%	2%	-2%	-9	-11%	-2%
Cn1c(=O)c2ncn(CC(=O)NCCC3=CCCCC3)c2n(C)c1=O	29	-1%	5%	-10%	2%	2%	2%	-4%	6	11%	2%
O=C(c1cccc(F)c1F)N1CCCc2ccccc21	3	3%	9%	-6%	3%	0%	-1%	3%	7	-1%	0%
Cn1c(C(=O)NCC2CCCO2)cc2c(=O)n3ccccc3nc21 (configuration not stated)	15	6%	2%	10%	-13%	i	-1%	2%	-13	2%	-1%
Cc1cccc(NS(=O)(=O)c2ccc3c(c2)oc(=O)n3C)c1C	-6	-2%	-6%	13%	-7%	0%	?	5%	-1	-4%	-10%
CCCc1cc(=O)[nH]c(SCc2nc3ccccc3o2)n1	10	8%	-10%	-13%	-33%	1%	-3%	8%	-3	2%	1%
CCOC(=O)N/N=C/c1cc(C)n(-c2cccc3ccccc23)c1C	-3	-2%	-6%	-5%	0%	-3%	3%	4%	0	-10%	0%
O=C(c1ccc(Cl)cc1)c1cc([N+](=O)[O-])ccc1N1CCOCC1	0	0%	?	-2%	-8%	-13%	-2%	-7%	11	13%	1%
NNC(=O)c1cccc(COc2ccc3c(c2)CCC3)c1	3	nt	?	4%	-3%	-3%	3%	-3%	3	-4%	4%
COc1cccc(C(=O)CC(=O)C(=O)Nc2ccc(C)cc2Cl)c1	-4	-1%	0%	7%	-11%	-1%	nt	3%	-6	-6%	0%
O=C(O)CC/C(=C\c1cccc(NC(=O)c2ccccc2Cl)c1)c1nc2ccccc2s1	-28	-6%	?	?	-3%	2%	-8%	4%	-8	6%	-1%
Cc1ccc(C)c(S(=O)(=O)Nc2ccc(O)c3ccccc23)c1	-6	-1%	-2%	?	2%	2%	8%	-15%	2	?	-2%
O=C(CNC(=O)c1ccc(F)cc1)N/N=C/c1cccnc1	5	-1%	4%	15%	12%	5%	-13%	0%	9	9%	0%
O=C(CC1SC(=NCCc2ccccc2)N(/N=C/c2cccs2)C1=O)Nc1ccc(Cl)cc1 (configuration not stated)	-12	0%	?	40µM*	3%	-8%	-1%	1%	0	-13%	4%
CNC(=S)c1cc(C(C)(C)C)c(O)c(C(C)(C)C)c1	-7	3%	1%	nt	-9%	0%	0%	-3%	0	nt	-1%
O=C(O)Cc1ccc2ocnc2c1	-5	-2%	11%	?	16%	2%	4%	-1%	-7	-5%	2%
CCC1SC2=NCN(c3ccccc3)CN2C1=O (configuration not stated)	7	-1%	0%	0%	2%	nt	0%	1%	nt	4%	-8%
CC1=C(C(=O)Nc2ccccc2)C(c2cccc([N+](=O)[O-])c2)Nc2nc3ccccc3n21 (configuration not stated)	0	1%	-20%	?	-3%	0%	-2%	2%	1	0%	0%
COc1ccc(C2/C=C\CN(C(=O)c3ccc(C)cc3)[C@H](Cc3ccccc3)C(=O)N2Cc2ccc(F)cc2)cc1 (some centres not stated)	-8	-2%	7%	nt	4%	5%	-1%	-4%	-7	0%	3%
CC(C)c1ccc(NC(=O)NCc2ccc(F)cc2)cc1	-3	-1%	?	18%	-1%	-4%	0%	0%	nt	-2%	12%
Cc1ccc(S(=O)(=O)N2CCN(C(=O)Cn3cnc4c3c(=O)n(C)c(=O)n4C)CC2)cc1C	-12	nt	3%	nt	4%	-2%	nt	1%	-2	nt	0%
O=C1CCN(Cc2cccnc2)CCN1[C@H](CO)Cc1ccccc1	-11	nt	11%	-2%	4%	12%	-8%	0%	nt	-22%	0%
COc1cc(NC(=O)c2ccc(-c3ccc(Br)cc3)o2)ccc1NC(=O)C(C)C	10	3%	?	2%	-6%	60%	-2%	1%	-5	8%	1%
COc1cccc(C(=O)Nc2ccc(N3CCCC3)cc2)c1	-13	13%	?	-4%	13%	0%	-47%	-11%	8	2%	-1%
CC(C)Oc1ccc(C(=O)NC2(C(F)(F)F)NC(=O)N(CCCc3ccccc3)C2=O)cc1 (configuration not stated)	-2	1%	-3%	27%	-9%	-14%	0%	20µM*	-9	-15%	-10%
O=C(CSCc1cccc(CSCC(=O)Nc2ccccc2)n1)Nc1ccccc1	1	1%	1%	-2%	1%	-2%	11%	1%	-3	6%	2%
O=C(OCC#CCSc1nnc(-c2cccc3ccccc23)s1)c1cccs1	12	nt	18%	nt	-9%	nt	nt	-16%	nt	nt	3%
C/C(=N\NC(=O)CNC(=O)c1ccncc1)c1ccc(C)cc1	29	1%	5%	12%	-10%	4%	1%	5%	-3	4%	3%
O=C(c1ccccc1)N1CCN(S(=O)(=O)N2CCCCCC2)CC1	-34	-1%	-1%	-22%	-4%	2%	nt	-4%	-5	-5%	0%
O=C(CN1CCCCC1)N1c2ccccc2CCc2ccccc21	10	1%	-1%	-17%	14%	-3%	-3%	0%	3	19%	-5%
c1ccc(CN2CCOCC2)cc1	9	-4%	-6%	nt	10%	1%	2%	-2%	-14	-2%	3%

Source: PubChem
